High-throughput results from PubChem BioAssay.
Pf apPOL inh: Pf-apPOL DNA polymerase inhibition | Recombinant Pf-apPOL, molecular beacon fluorescence, 1.5 h | inhibition, % at 10 µM | 210,000 compounds, 0.25% hits
mHTT-CaM PPI inh: disrupts binding of mutant huntingtin to calmodulin; AlphaScreen His-mHTT/GST-CaM binding, luminescence; inhibition, % at 15 µM; 190,000 compounds, 3.6% hits;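 note: 0% = both proteins with DMSO and 100% = one protein alone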
Target sequence (P42858 whole entry, looked up, stated change not applied): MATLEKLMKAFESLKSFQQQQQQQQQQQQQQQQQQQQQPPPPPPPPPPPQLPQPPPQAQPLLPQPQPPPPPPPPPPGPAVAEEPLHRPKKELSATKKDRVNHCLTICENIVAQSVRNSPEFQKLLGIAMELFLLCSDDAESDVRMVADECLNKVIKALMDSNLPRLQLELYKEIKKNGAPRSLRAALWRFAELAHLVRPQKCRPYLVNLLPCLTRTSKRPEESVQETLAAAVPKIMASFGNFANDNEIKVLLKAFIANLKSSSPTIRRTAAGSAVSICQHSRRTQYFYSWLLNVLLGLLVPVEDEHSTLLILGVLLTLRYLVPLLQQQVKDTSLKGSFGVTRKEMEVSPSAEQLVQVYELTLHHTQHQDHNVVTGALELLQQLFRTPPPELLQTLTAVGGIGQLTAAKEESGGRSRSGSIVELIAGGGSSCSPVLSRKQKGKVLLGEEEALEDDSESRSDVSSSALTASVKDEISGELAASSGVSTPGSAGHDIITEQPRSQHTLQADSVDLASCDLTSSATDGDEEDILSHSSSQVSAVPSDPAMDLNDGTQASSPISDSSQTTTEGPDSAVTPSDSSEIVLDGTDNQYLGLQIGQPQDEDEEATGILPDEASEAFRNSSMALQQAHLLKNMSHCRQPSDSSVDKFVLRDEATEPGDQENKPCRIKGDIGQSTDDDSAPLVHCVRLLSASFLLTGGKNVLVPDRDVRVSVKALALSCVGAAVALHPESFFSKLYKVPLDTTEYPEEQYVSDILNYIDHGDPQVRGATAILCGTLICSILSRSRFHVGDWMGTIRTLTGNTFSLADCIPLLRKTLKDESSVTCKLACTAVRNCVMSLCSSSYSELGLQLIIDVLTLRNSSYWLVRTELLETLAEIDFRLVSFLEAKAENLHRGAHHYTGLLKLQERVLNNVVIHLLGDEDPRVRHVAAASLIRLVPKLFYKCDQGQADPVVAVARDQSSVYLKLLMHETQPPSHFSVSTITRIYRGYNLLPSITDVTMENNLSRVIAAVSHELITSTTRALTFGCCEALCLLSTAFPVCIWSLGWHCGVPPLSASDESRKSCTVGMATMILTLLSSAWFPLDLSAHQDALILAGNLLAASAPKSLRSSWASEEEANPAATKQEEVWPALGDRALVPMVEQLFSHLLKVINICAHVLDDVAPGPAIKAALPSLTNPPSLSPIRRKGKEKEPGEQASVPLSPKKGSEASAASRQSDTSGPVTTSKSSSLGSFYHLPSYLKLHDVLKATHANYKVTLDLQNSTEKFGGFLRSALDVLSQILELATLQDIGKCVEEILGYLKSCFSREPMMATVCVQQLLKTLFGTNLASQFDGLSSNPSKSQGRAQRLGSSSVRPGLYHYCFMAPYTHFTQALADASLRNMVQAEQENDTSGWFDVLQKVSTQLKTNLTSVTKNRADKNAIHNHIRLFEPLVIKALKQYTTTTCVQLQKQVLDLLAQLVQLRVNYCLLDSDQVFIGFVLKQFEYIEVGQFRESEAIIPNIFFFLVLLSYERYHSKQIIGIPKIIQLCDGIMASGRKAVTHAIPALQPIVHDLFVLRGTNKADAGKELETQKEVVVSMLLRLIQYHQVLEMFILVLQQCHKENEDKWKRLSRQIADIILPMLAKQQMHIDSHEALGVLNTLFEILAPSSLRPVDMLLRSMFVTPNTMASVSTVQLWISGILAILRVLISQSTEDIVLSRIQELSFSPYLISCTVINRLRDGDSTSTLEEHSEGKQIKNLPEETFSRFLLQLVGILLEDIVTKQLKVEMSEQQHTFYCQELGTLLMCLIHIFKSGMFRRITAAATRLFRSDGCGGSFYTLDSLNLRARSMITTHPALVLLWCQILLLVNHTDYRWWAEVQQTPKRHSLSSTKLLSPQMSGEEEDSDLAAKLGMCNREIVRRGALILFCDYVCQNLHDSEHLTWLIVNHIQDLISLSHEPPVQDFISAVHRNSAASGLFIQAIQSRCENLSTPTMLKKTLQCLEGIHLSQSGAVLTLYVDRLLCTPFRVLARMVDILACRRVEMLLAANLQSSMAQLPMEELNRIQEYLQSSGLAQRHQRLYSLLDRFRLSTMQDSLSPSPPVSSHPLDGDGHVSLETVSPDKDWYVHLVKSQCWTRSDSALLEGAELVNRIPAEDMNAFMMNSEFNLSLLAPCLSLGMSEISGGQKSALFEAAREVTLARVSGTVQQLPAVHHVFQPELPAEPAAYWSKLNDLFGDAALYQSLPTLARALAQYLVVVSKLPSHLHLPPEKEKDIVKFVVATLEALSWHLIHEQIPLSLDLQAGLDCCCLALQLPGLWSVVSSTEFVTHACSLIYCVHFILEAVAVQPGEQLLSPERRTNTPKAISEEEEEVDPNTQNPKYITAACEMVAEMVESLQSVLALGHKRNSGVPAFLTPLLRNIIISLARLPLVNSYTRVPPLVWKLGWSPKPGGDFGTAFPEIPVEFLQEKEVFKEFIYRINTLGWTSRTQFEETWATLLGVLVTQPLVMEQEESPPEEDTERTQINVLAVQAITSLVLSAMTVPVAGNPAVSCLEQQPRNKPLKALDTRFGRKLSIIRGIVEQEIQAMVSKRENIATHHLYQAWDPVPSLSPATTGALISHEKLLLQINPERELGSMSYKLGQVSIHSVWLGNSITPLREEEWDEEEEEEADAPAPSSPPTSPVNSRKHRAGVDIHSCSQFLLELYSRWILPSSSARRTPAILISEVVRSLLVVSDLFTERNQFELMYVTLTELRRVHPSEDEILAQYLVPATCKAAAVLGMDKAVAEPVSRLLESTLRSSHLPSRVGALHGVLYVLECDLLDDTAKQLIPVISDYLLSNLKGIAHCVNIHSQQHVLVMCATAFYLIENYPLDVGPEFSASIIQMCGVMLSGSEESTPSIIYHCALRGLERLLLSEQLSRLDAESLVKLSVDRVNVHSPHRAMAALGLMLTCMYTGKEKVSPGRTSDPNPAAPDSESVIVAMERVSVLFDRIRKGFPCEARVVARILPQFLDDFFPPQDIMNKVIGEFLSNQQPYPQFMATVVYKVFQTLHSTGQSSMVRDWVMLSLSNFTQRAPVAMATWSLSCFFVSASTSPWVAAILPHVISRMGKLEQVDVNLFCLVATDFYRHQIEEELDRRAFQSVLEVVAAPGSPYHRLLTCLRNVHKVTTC
Starred values were filed as active, the others as inactive; nt = no result given; & = joins results of further samples. Cut-off read from the data, not from the text of the source: active = inhibition above about 50%; inactive = the rest.

SMILES	Pf apPOL inh	mHTT-CaM PPI inh
COc1ccc(C(O)(C#Cc2ccccc2)c2ccccc2)cc1 (stereo not drawn)	-2	60*
O=C(CC1CCCC1)N1CCCN(Cc2nc3ccc(Cl)cc3o2)CC1	-6	38
O=C(CN(Cc1ccccc1)S(=O)(=O)c1ccc(Cl)cc1)N1CCOCC1	-11	6
COc1ccc([N+](=O)[O-])c(Nc2ccc3c(c2)C(=O)OC3)n1	1	nt
O=C(Nc1nc2c(s1)CN(S(=O)(=O)c1ccccc1)CC2)c1cc(F)ccc1F	-5	2
O=Cc1ccc(S(=O)(=O)O)cc1S(=O)(=O)O	nt	-6
COc1ccc(N=C2NC(=O)/C(=C\c3ccccc3O)S2)cc1	2	30
CC(C)c1nc2ccc(-c3nc4ccccc4o3)cc2[nH]1	8	47
O=C(Nc1ccccc1C(F)(F)F)N(CCc1cccs1)Cc1ccco1	-4	-28
Cc1ccc2c(c1)N(C(=O)Nc1ccc(F)cc1)CCO2	-3	-1
COc1ccc(C(c2c(C)[nH][nH]c2=O)C(C#N)C#N)cc1 (stereo not drawn)	-1	-2
O=C(C1CC1c1ccccc1)N1CCN(c2ccccc2F)CC1 (stereo not drawn)	-1	-4
O=C(Cn1[nH]c2c(cnc3ccc(Cl)cc32)c1=O)Nc1ccc(Cl)cc1	-1	39
CN1C(=O)C2CCCCN2c2ccc(C(=O)NCCc3cccs3)cc21 (stereo not drawn)	1	15
Cc1cc(=O)[nH]c(SCc2ccon2)n1	nt	-3
Cc1nc2ccccn2c1C(=O)NN=Cc1cn(-c2ccccc2)nc1-c1cccs1	2	nt
O=C1NCC(=O)N2CCc3ccccc3C12 (stereo not drawn)	-3	-5
COc1ccc(NC(=O)c2ccccc2C)c([N+](=O)[O-])c1	-8	11
Cc1noc(COC2CCCN(C(=O)c3ccccc3Cl)C2)n1 (stereo not drawn)	4	1
Fc1ccc(C(c2ccc(F)cc2)N2CCN(C/C=C/c3ccccc3)CC2)cc1	3	nt
COc1ccc([N+](=O)[O-])cc1/C=C1/C(=O)N(c2ccccc2)N=C1C	-3	17
COc1ccccc1C1C(C(=O)Nc2ccc(F)cc2F)=C(C)NC2=C1C(=O)CC(C)(C)C2 (stereo not drawn)	4	2
O=C(COc1ccc(Cl)cc1Cl)Nc1ncccn1	-3	1
CS(=O)(=O)N1CCc2cc(N)ccc21	2	8
CCc1ccc(CNC(=O)C2CC(=O)N(CCc3ccccc3)C2)cc1 (stereo not drawn)	3	3
Cc1cc(O)c2c(=O)c(-c3csc(C)n3)c(C(F)(F)F)oc2c1	-5	1
CC(C)(Oc1ccc(Cl)cc1)C(=O)NCc1ccccn1	-3	8
COc1ccc(OC)c(NC(=O)CN(C)S(=O)(=O)c2ccc(Br)cc2)c1	-2	12
Cc1ccc(S(=O)(=O)N(C)C)cc1NC(=O)Nc1c(-c2ccccc2)noc1C	-4&-1	nt
Cn1c(CNC(=O)CCC2CCCN(c3cc(NC4CC4)ncn3)C2)nc2ccccc21 (stereo not drawn)	-3	29
COc1ccc(CCCC(=O)Nc2nccs2)c(C)c1	-8	4
Cc1ccc2[nH]c(=O)c(-c3nc(-c4ccc(Cl)cc4)no3)c(O)c2c1	-4	-8
O=C1NC(=O)/C(=C/c2ccc(-c3ccc(Cl)c([N+](=O)[O-])c3)o2)S1	3	12
COc1ccc(/C=C2\N=C(c3ccc([N+](=O)[O-])cc3Cl)OC2=O)cc1	-6	-3
COc1cc(NC(=O)Cn2nc3c(cc2=O)CN(C(C)=O)CC3)cc(OC)c1OC	-5	-5
CCOc1cccc(C(=O)Nc2ccc(NC(=O)c3cc4ccccc4o3)c(OC)c2)c1	-4	-3
CCC(Sc1ncnc2c1sc1ccccc12)C(=O)N(CC)CC (stereo not drawn)	-4	2
CN1CCN(CC(O)COc2ccccc2)CC1 (stereo not drawn)	2	-9
O=C(NCCn1ncc2c(NCc3ccco3)ncnc21)c1cc(-c2ccccc2)on1	-4	2
O=C(Cn1nc2c(cc1=O)CCCC2)Nc1cccc(C(F)(F)F)c1	-3	1
O=S(=O)(NC1CCN(Cc2c(F)cccc2Cl)CC1)c1cccc2nonc12	-3	nt
COc1ccccc1NC(=O)N1CCn2cccc2C1C (stereo not drawn)	-4	11
O=c1[nH]c(-c2cccc([N+](=O)[O-])c2)nc2ccccc12	3	nt
O=C(O)CCc1ccc(-c2ccc(F)cc2)o1	-6	6
CCCCC1=NN(C(=O)c2ccccc2Br)C(O)(C(F)(F)F)C1 (stereo not drawn)	-1	-13
CC(NC1=CC(=O)OC12CCCCC2)c1ccccc1 (stereo not drawn)	1	0
Cc1ccc(C)c(NC(=O)C(=O)NCc2ccc3c(c2)OCO3)c1	2	-1
CC(=O)c1ccc(NC(=O)c2ccc(N(C)S(=O)(=O)c3ccccc3)cc2)cc1	-12	1
CS(=O)(=O)c1ccccc1-c1nnc(NC(=O)c2ccc([N+](=O)[O-])s2)o1	13	0
COc1cccc(C(=O)COc2cccc(N3C(=O)C4C5C=CC(C6CC56)C4C3=O)c2)c1 (stereo not drawn)	-6	1
O=C(NC1CC1)C1CCCN(c2nnc3ccc(C(F)(F)F)cn23)C1 (stereo not drawn)	-4	3
O=C(CN1CCC2(CC1)N=C(c1cccc(F)c1)C(=O)N2)Nc1ccccc1	6	2
CC1(C)C2CCC1(CS(=O)(=O)N1CCN(C(=O)c3ccco3)CC1)C(=O)C2 (stereo not drawn)	nt	-2
Cc1nn(C)c(Sc2ccccc2NC(=O)C(Cl)Cl)c1[N+](=O)[O-]	-3	nt
CCn1ccnc(NCC(C)C)c1=O	-9	-4
Cc1ccc(S(=O)(=O)N2CCN(C)CC2)c(C)c1N(C)S(=O)(=O)c1ccc(Cl)cc1	-2	27
COc1ccc(S(=O)(=O)NCCNc2cc(-n3nc(C)cc3C)ncn2)cc1Cl	-2	20
C/C(Cl)=C\CSc1nc2c(c(=O)[nH]c(=O)n2C)n1Cc1ccc(C)cc1	-6	6
Cn1nnnc1SCc1ccc(F)cc1	2	-2
COc1ccccc1OCCSc1nnnn1-c1ccccc1	2	-24

Some of the entries so far, comma-delimited.
Compound,Pf apPOL inh,mHTT-CaM PPI inh
Cc1ccc(S(=O)(=O)N(C)C)cc1NC(=O)Nc1c(-c2ccccc2)noc1C,-4&-1,nt
Cc1cc(=O)[nH]c(SCc2ccon2)n1,nt,-3

Carrying on.
SMILES	Pf apPOL inh	mHTT-CaM PPI inh
CCOc1ccc(N(CC(=O)Nc2ccccc2OC)S(=O)(=O)c2ccc(Cl)cc2)cc1	-1	-5
COC(=O)c1ccc(Oc2coc3cc(OC(=O)c4ccc(OC)c(OC)c4)ccc3c2=O)cc1	-5	-4
COc1ccccc1-c1noc(C2CCCN2C(=O)NCc2ccco2)n1 (stereo not drawn)	5	13
C=CCS(=O)(=O)c1cccc([N+](=O)[O-])c1	-7	-3
COc1ccc(C(=O)/C=C(\N)C(Cl)(Cl)Cl)c(O)c1	-3	3
Cn1c(N)c(S(=O)(=O)Nc2ccc(Br)cc2)c(=O)n(C)c1=O	-9	-9
Cc1ccc(C(=O)NCC2CCCO2)o1 (stereo not drawn)	-2	1
COC(=O)C1CN(Cc2cn(Cc3ccc(Cl)cc3)nn2)CCS(=O)(=O)N1Cc1ccc(C)cc1 (stereo not drawn)	-2	26
Cc1ccc(C2=N/C(=C\C(Br)=C\c3ccccc3)C(=O)O2)cc1[N+](=O)[O-]	2	57*
Cc1cccc(NC(=O)N2CCCC(CCC(=O)NCc3ccc4c(c3)OCO4)C2)c1 (stereo not drawn)	-1	-4
CS(=O)(=O)N1CCN(c2c(Cl)cncc2Cl)CC1	-12	nt
CCOC(=O)C1C(C(C)=O)=C(c2ccccc2)c2ccccc2N1S(=O)(=O)C(F)(F)F (stereo not drawn)	-2	-1
COc1ccc(OC)c(-c2cc(C(=O)NCCCn3ccnc3)no2)c1	-7	3
Cc1ccn2cc(C(=O)NCc3ccc(F)cc3F)nc2c1	2	-12
Cc1ccnc(N2C(=O)C3C4c5ccccc5C(c5ccccc54)C3C2=O)c1 (stereo not drawn)	5	-1
COc1cc2c(cc1OC)CN(Cc1c(F)cccc1Cl)CC2	-4	10
COC(=O)c1ccc(OCC2c3cc(OC)c(OC)cc3CCN2C(=O)c2ccccc2Cl)cc1 (stereo not drawn)	4	6
c1cc(COc2ccc3c(c2)OCO3)no1	nt	2
CCOc1nccnc1NC1CCN(C(=O)Cc2cccs2)CC1	0	3
COc1ccc(-c2nnc(NC(=O)Nc3ccccc3OC)s2)cc1	-3	0
COc1ccc(OCC(=O)Nc2cc(Cl)c(OC)cc2OC)cc1	6	-4
CCOC(CNC(=O)c1ccc2c(c1)ncn2-c1ccc(C)c(Cl)c1)OCC	26	9
CCOc1ncccc1C(=O)Nc1ccc(OC)c(Cl)c1	-2	-1
O=S(=O)(NNc1cnc2ccccc2n1)c1ccccc1C(F)(F)F	8	nt
O=C(Cn1nnc(-c2ccccc2C(F)(F)F)n1)NNS(=O)(=O)c1ccc(Cl)cc1	-8&0	nt
Cn1cc(Cl)c(C(=O)N2CCc3ccccc32)n1	1	-4
Cc1ccc(CNC(=O)CCC(=O)Nc2nc(-c3cc4cc(Cl)ccc4oc3=O)cs2)o1	15	3
O=Cc1cn(CC(=O)Nc2ccc3c(c2)OCO3)c2ccccc12	-6	0
Cc1nc(N2CCOCC2)c2c(C)c(C(=O)Nc3cnc4ccccc4c3)sc2n1	-8	22
NC(CS(=O)(=O)c1ccccn1)=NOC(=O)c1cccs1	-4	nt
Cc1ncc([N+](=O)[O-])n1S(=O)(=O)c1ccccc1	-6	1
COc1ccc(Br)c(C(=O)N2CCc3[nH]cnc3C23CCCC3)c1	2	-5
Cc1nc(C(=O)NC2CCN(C)CC2)c(C)o1	6	-12
O=Cc1ccc2c(c1)C1c3ccccc3C2c2ccccc21	3	4
COc1ccccc1NC(=O)CN1C(=O)C2C3c4ccccc4C(c4ccccc43)C2C1=O (stereo not drawn)	-4	-4
CCN1C(=O)C(C)(C(=O)Nc2cc(OC)cc(OC)c2)Oc2cccnc21 (stereo not drawn)	-1	4
Cc1ccc2c(c1)C(=O)CC(c1ccccc1Cl)O2 (stereo not drawn)	-2	-86
CCc1cccc(NC(=O)COc2cc(C)nc(N3CCCCC3)n2)c1	0	-15
CC(=O)Nc1ccc(C(=O)NCc2ccc(OC(C)C)cc2)c(N2CCCCC2)c1	-7	8
CCc1nc(-c2cn(Cc3ccc(C)cc3)nn2)no1	-2	-16
Cc1nc(-c2ccc(N3CCN(C(=O)c4ccco4)CC3)nc2)no1	-9	-11
O=C(Nc1cc(F)c(F)c(F)c1)N1CCc2nc[nH]c2C1	1	-13
CNC(=O)CCC(=O)Nc1cc(Cl)ccc1C	-4	-2
O=[N+]([O-])c1c(Cl)ncnc1Cl	nt	-5
Cc1nc(-c2ccccc2)sc1C(=O)NN	0	nt
COc1ccc(C(=O)Nc2ccc3c(c2)Cc2ccccc2-3)cc1[N+](=O)[O-]	-2	-5
O=C(Nc1ccc(I)cc1Cl)c1ccc([N+](=O)[O-])cc1Cl	-5	-2
COc1ccc(NC(=O)C2CCN(C(=O)NCc3cccs3)CC2)cc1Cl	-3	15
COc1ccc(/C=C2/N=C(C3CCCCC3)OC2=O)cc1OC	0	-1
Cc1ccccc1NC(=O)c1c(O)c2cccc3c2n(c1=O)CC3	-6	0
O=C(Cc1ccccc1)Nc1cccc(NC(=O)c2cccc(Cl)c2)c1	-1	-6
Cc1cc(C)c2c(=O)[nH]cnc2n1	-1	nt
O=C(c1ccc(F)c(Cl)c1)N1CCN(c2nc(CN3CCCCC3)cs2)CC1	-6	26
CC(C)c1nnc(NC(=O)CC(NC(=O)C(F)(F)F)c2ccccc2)s1 (stereo not drawn)	1	-10
C[N+]1(CC(O)COc2ccc(C34CC5CC(CC(C5)C3)C4)cc2)CCCCCC1 (stereo not drawn)	-4	91*
CCc1ccc(CCNC(=O)OCCCN2CCC3(CCC(C)CC3)C2=O)cc1 (stereo not drawn)	-17	9
CCn1c(=O)c2c(ncn2C(C)C)n(-c2ccc(F)cc2)c1=O	-2	9
COc1ccc2[nH]cc(CCN3CC(C(=O)Nc4ccccc4)CC3=O)c2c1 (stereo not drawn)	-5	12
CCN1C(=O)C2(NCCS2)c2cc(F)ccc21 (stereo not drawn)	-8	4
CCc1c(C)c2cc([N+](=O)[O-])c(O)c(C)c2oc1=O	12	3

Continuation.
SMILES	Pf apPOL inh	mHTT-CaM PPI inh
O=C(Nc1ncn[nH]1)C1CC1	0	16
O=C(NCc1cccs1)c1ccc2ncnc(N3CCCC3)c2c1	20	41
COCCCNC(=O)c1cccc2c1CCN2C(=O)Nc1cccc(C)c1	6	6
C=C1CCC2C(C)(CO)CCCC2(C)C1CCC1=CCOC1=O (stereo not drawn)	-14	nt
Cc1nnsc1C(=O)ON=C1CCCCCCCCCCC1	-4	nt
CCOC(=O)c1ccc(Oc2c(C)oc3cc(OC)ccc3c2=O)cc1	-6	0
OC(COC1CCCCC1)CN1CCCCC1 (stereo not drawn)	-3&-15	0&-6

Grouped by structure, the compounds so far containing a CF3 group (nine)
SMILES	Pf apPOL inh	mHTT-CaM PPI inh
O=C(Nc1ccccc1C(F)(F)F)N(CCc1cccs1)Cc1ccco1	-4	-28
Cc1cc(O)c2c(=O)c(-c3csc(C)n3)c(C(F)(F)F)oc2c1	-5	1
O=C(Cn1nc2c(cc1=O)CCCC2)Nc1cccc(C(F)(F)F)c1	-3	1
CCCCC1=NN(C(=O)c2ccccc2Br)C(O)(C(F)(F)F)C1 (stereo not drawn)	-1	-13
O=C(NC1CC1)C1CCCN(c2nnc3ccc(C(F)(F)F)cn23)C1 (stereo not drawn)	-4	3
CCOC(=O)C1C(C(C)=O)=C(c2ccccc2)c2ccccc2N1S(=O)(=O)C(F)(F)F (stereo not drawn)	-2	-1
O=S(=O)(NNc1cnc2ccccc2n1)c1ccccc1C(F)(F)F	8	nt
O=C(Cn1nnc(-c2ccccc2C(F)(F)F)n1)NNS(=O)(=O)c1ccc(Cl)cc1	-8&0	nt
CC(C)c1nnc(NC(=O)CC(NC(=O)C(F)(F)F)c2ccccc2)s1 (stereo not drawn)	1	-10

Compounds were not picked by outcome, and some 3.5% of all compounds hit somewhere here.
